tolC growth inh: blocks growth of E. coli BW25113 tolC mutant; 65,000 compounds, 2.2% hits; OD615; growth inhibition, % at 10 µM (by protocol);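 active = growth inhibition at or above a cutoff equal to the mean over every tested compound plus 3 SD, cut at about 60% in these data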;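 note: growth measured after 20 h incubation at 37 °C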
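Signal: optical density read at 615 nm; Assay system: E. coli ΔtolC::kan strain BW25113; Times: 20 h incubation with compound, 37 °C; Dosing: 10 µM final, single dose.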
ROCK2 blocker: inhibitors of human Rho kinase 2; inhibition, % at 6 µM; AID 604; purified ROCK2, Kinase-Glo ATP depletion luminescence; 60,000 compounds, 0.35% hits; O75116;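 active = inhibition above the screen-wide mean inhibition plus 3 SD, cut at about 18% in these data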;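 note: plate controls were DMSO wells for no effect and Y-27632 control wells after no-enzyme background subtraction for full effect; many of its hits are not listed in these tables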
MMP13 inh: blocks human MMP13 activity. inhibition, % at 4 µM. 65,000 compounds, 0.07% hits. AID 570. MMP-13 fTHP FRET cleavage, Mca fluorescence;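 active = inhibition above the mean of compound-free control plate wells plus 3 SD, cut at about 14% in these data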;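 note: 0% = DMSO wells and 100% = wells with reference MMP-13 inhibitor after basal subtraction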
PKA inh: PKA (human) kinase inhibition | P17612 | PKA Kemptide phosphorylation, Kinase-Glo ATP luminescence | inhibition, % at 6 µM | 65,000 compounds, 0.1% hits | AID 524;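 active = inhibition above the screen-wide mean inhibition plus 3 SD, cut at about 21% in these data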; note: many of its hits are not listed in these tables
NADH coupling: blocks coupling enzymes of NAD/NADH assays. IC50, µM (doses to about 10 µM), for inactives: top-dose inhibition. coupled PK/LDH NADH assays, four targets. AID 774. 65,000 compounds, 0.02% hits;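 active = single-dose screening hits from any of four coupled enzyme assays that gave an IC50 when retested across doses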;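 note: the DPM-DC format reads NADH fluorescence rather than 340 nm absorbance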
JNK3 blocker: inhibitors of human JNK3 kinase | inhibition, % at 8 µM | AID 746 | purified JNK3 kinase activity, HTS | P53779 | 60,000 compounds, 0.61% hits; in the data active = inhibition above about 17%;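 note: 0% = DMSO and 100% = reference inhibitor; many of its hits are not listed in these tables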
A340 absorber: compounds absorbing at 340 nm | compound absorbance at 340 nm, fold over control | fold change at 10 µM | 65,000 tested, under 10 active | AID 708;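 active = at 10 µM dose, initial 340 nm absorbance at least 2 fold that of control wells; inactive = change under 2 fold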;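 note: initial absorbance extrapolated from kinetic A340 decline of NADH oxidation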
HEK293 NFkB inh: inhibitors of the PMA/ionomycin-induced NF-kB reporter in HEK293 cells; HEK-293 NF-kB luciferase reporter, luminescence; inhibition, % at 3 µM; 62,000 compounds, 0.21% hits; AID 465;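 active = inhibition above the mean of all tested compounds plus 3 SD, cut at about 40% in these data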;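 note: 0% = stimulated DMSO wells and 100% = 10 µM reference inhibitor 5653914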
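System: NF-kB luciferase reporter HEK-293 cells | Replication: Single test | Control set: DMSO vs reference inhibitor | Evaluation: % inhibition | Schedule: 1 h pretreatment, 16 h stimulation, 37 °C | Probe or stimulus: PMA with ionomycin | Compound dosing: One dose, 3 µM | Detection: Luciferase luminescence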
Fluor 339 460: intrinsic fluorescence of library compounds, ex339/em460 – biochemical, MLSMR library, data from DPM-DC assay, artefact control, profiling panel | 65,000 compounds, 5.5% hits | compound autofluorescence, ex339/em460 nm, NADH buffer; active compounds read high; 1 = no-compound wells, NADH background | fluorescence fold increase at 10 µM;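 active = at 10 µM, mean starting fluorescence two-fold or more over control wells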;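 note: signal is the first read of a kinetic run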
* hit, by the source's call; . = no result given; [ ] = dose if it differs, or a comment.

SMILES	tolC growth inh	ROCK2 blocker	MMP13 inh	PKA inh	NADH coupling	JNK3 blocker	A340 absorber	HEK293 NFkB inh	Fluor 339 460
CCCCOC(=O)Nc1ccccc1C(=O)N1CCCC1	-3	.	.	.	2%	.	1	.	1.1
N#CC(C(=O)Nc1ccc(Cl)cc1)=C1Nc2ccccc2N1	-3	6	2	2	3%	-4	1.1	4	1.4
COc1ccc(-c2cc(C(=O)N3CCN(c4ccccn4)CC3)c3ccccc3n2)cc1	15	.	-18	5	9%	.	1.1	-11	2.7*
CCc1nc(C)c(-c2ccccc2)c(=O)[nH]1	-12	4	1	10	2%	7	0.99	2	1
Nc1ccc(S(=O)(=O)Nc2ccccn2)cc1	15	9	-7	3	1%	7	0.99	.	1
COc1ccccc1-n1nnnc1SCC(=O)NC1CCCC1	5	2	-1	4	4%	0	1.1	5	1.1
COc1ccc(C2(NC(C)=O)CCN(C(=O)c3ccco3)CC2)cc1	-17	2	0	-1	5%	-2	1	17	1.1
Cc1ccc(S(=O)(=O)N(CC(=O)NCc2ccncc2)C2CCCCC2)cc1	0	0	2	-5	4%	-6	1	8	1.1
Fc1ccccc1OCCCCn1cncn1	-19	3	-2	3	2%	0	1	-4	1.1
C[N+]1(CCOS(=O)C23CC4CC(CC(C4)C2)C3)CCOCC1 (stereo unspecified)	-7	6	-8	5	5%	10	1	12	1.1
O=C(CC1Sc2ccccc2NC1=O)Nc1cccc(-c2nnc3n2CCCCC3)c1 (stereo unspecified)	22	1	2	12	2%	-1	1	-6	1.1
COc1cc(C(=O)NCCC(=O)NCCN2CCCCCC2)cc(OC)c1OC	-15	2	1	8	7%	-3	0.99	-8	1.1
CC(=O)NC(=O)NC1CSCC1OC(C)=O (stereo unspecified)	-3	3	-2	4	3%	1	0.99	15	1
CCCn1c(SCC(=O)N2CCc3ccccc32)nnc1-c1ccco1	16	-1	2	-1	8%	4	0.97	16	1.1
CCOCCCn1c(SCC(=O)NC(C)C)nc2ccccc2c1=O	-3	-1	1	-4	4%	4	0.99	19	1.1

Quoted at random: 2 records from the list
SMILES	tolC growth inh	ROCK2 blocker	MMP13 inh	PKA inh	NADH coupling	JNK3 blocker	A340 absorber	HEK293 NFkB inh	Fluor 339 460
N#CC(C(=O)Nc1ccc(Cl)cc1)=C1Nc2ccccc2N1	-3	6	2	2	3%	-4	1.1	4	1.4
COc1ccc(C2(NC(C)=O)CCN(C(=O)c3ccco3)CC2)cc1	-17	2	0	-1	5%	-2	1	17	1.1

Continued:
SMILES	tolC growth inh	ROCK2 blocker	MMP13 inh	PKA inh	NADH coupling	JNK3 blocker	A340 absorber	HEK293 NFkB inh	Fluor 339 460
Cc1cc(Cl)cc(Br)c1OCCCCn1cncn1	9	3	8	5	8%	-8	1	14	1.1
FC(F)Oc1ccc(-c2csc(Cc3nnc4n3CCCCC4)n2)cc1	22	1	2	-2	1%	3	0.99	16	1
Cc1ccc(C)c(Cn2nnc3c(=O)[nH]c(C4CCCN(C(=O)C5CCC5)C4)nc32)c1 (stereo unspecified)	21	2	3	8	6%	-5	0.98	-10	1.1
Cn1c(NC(=O)C2CCCC2)cc(=O)n(C)c1=O	-15	6	0	6	3%	13	1	18	1.1
COC(=O)c1c[nH]n2c(=O)c(Cc3ccc(F)cc3Cl)c(C)nc12	28	.	-1	8	4%	.	1	16	1.1
O=C(CSc1nnc(-c2ccco2)n1-c1ccccc1)N1CCOCC1	-16	5	-10	4	5%	-3	1.1	2	1.1
Cc1ccc(Oc2ccc(S(=O)(=O)N3CCOCC3)cc2C(N)=O)c(-n2nc3ccccc3n2)c1	15	-2	-44	-4	2%	4	1	28	1.4
Cc1nn(Cc2ccc(Br)cc2)c(C)c1NC(=O)c1nn(C)cc1Cl	-12	2	7	6	5%	-6	1.1	12	1.1
O=C(O)c1ccc(C(=O)c2ccc3c(c2)C(=O)N(Cc2ccco2)C3=O)cc1	7	6	1	4	1%	5	1.1	10	1.1
COc1ncnc2c1oc1nc(CC(C)C)c3c(c12)CCCC3	-3	4	4	8	1%	0	1	10	1.1
COc1ccccc1C(=O)NC(C)C(c1cccs1)N1CCN(C)CC1 (stereo unspecified)	-12	7	1	11	4%	-3	0.99	11	0.96
COc1ccc(OCCNS(=O)(=O)c2ccccc2)cc1	8	9	1	8	8%	-3	1	0	1.1
COc1ccc2c(CC(=O)OCC(=O)N3CCc4ccccc43)coc2c1	7	4	5	13	5%	5	1	8	1.1
CCOC(=O)c1cc(-c2ccccc2)sc1NC(=O)C(C)Sc1nnnn1C (stereo unspecified)	16	-9	2	4	3%	-12	1.1	27	1.1
CCOC(=O)c1ccccc1NC(=O)COC(=O)c1ccc(C)c(S(=O)(=O)N2CCOCC2)c1	12	.	-3	-8	3%	.	1.1	2	1

Ordered by molar mass (falling): part of the list above
SMILES	tolC growth inh	ROCK2 blocker	MMP13 inh	PKA inh	NADH coupling	JNK3 blocker	A340 absorber	HEK293 NFkB inh	Fluor 339 460
Cc1ccc(Oc2ccc(S(=O)(=O)N3CCOCC3)cc2C(N)=O)c(-n2nc3ccccc3n2)c1	15	-2	-44	-4	2%	4	1	28	1.4
CCOC(=O)c1ccccc1NC(=O)COC(=O)c1ccc(C)c(S(=O)(=O)N2CCOCC2)c1	12	.	-3	-8	3%	.	1.1	2	1
O=C(CC1Sc2ccccc2NC1=O)Nc1cccc(-c2nnc3n2CCCCC3)c1 (stereo unspecified)	22	1	2	12	2%	-1	1	-6	1.1
Cc1nn(Cc2ccc(Br)cc2)c(C)c1NC(=O)c1nn(C)cc1Cl	-12	2	7	6	5%	-6	1.1	12	1.1
CCOC(=O)c1cc(-c2ccccc2)sc1NC(=O)C(C)Sc1nnnn1C (stereo unspecified)	16	-9	2	4	3%	-12	1.1	27	1.1
FC(F)Oc1ccc(-c2csc(Cc3nnc4n3CCCCC4)n2)cc1	22	1	2	-2	1%	3	0.99	16	1
O=C(O)c1ccc(C(=O)c2ccc3c(c2)C(=O)N(Cc2ccco2)C3=O)cc1	7	6	1	4	1%	5	1.1	10	1.1
COc1ccccc1C(=O)NC(C)C(c1cccs1)N1CCN(C)CC1 (stereo unspecified)	-12	7	1	11	4%	-3	0.99	11	0.96
O=C(CSc1nnc(-c2ccco2)n1-c1ccccc1)N1CCOCC1	-16	5	-10	4	5%	-3	1.1	2	1.1
CCCn1c(SCC(=O)N2CCc3ccccc32)nnc1-c1ccco1	16	-1	2	-1	8%	4	0.97	16	1.1
COc1ccc2c(CC(=O)OCC(=O)N3CCc4ccccc43)coc2c1	7	4	5	13	5%	5	1	8	1.1
CCOCCCn1c(SCC(=O)NC(C)C)nc2ccccc2c1=O	-3	-1	1	-4	4%	4	0.99	19	1.1
COC(=O)c1c[nH]n2c(=O)c(Cc3ccc(F)cc3Cl)c(C)nc12	28	.	-1	8	4%	.	1	16	1.1
COc1ncnc2c1oc1nc(CC(C)C)c3c(c12)CCCC3	-3	4	4	8	1%	0	1	10	1.1
COc1ccc(OCCNS(=O)(=O)c2ccccc2)cc1	8	9	1	8	8%	-3	1	0	1.1
Cn1c(NC(=O)C2CCCC2)cc(=O)n(C)c1=O	-15	6	0	6	3%	13	1	18	1.1
CC(=O)NC(=O)NC1CSCC1OC(C)=O (stereo unspecified)	-3	3	-2	4	3%	1	0.99	15	1

The list continues.
SMILES	tolC growth inh	ROCK2 blocker	MMP13 inh	PKA inh	NADH coupling	JNK3 blocker	A340 absorber	HEK293 NFkB inh	Fluor 339 460
CN(C)S(=O)(=O)c1ccc2c(c1)nc(CCC(=O)NCC1CCCCC1)n2C	2	3	-2	1	4%	-2	0.99	10	1
COc1ccc(OC)c2c1sc(=NC(=O)C(C)(C)C)n2C	-6	1	1	-8	8%	0	1.1	1	1.2
COc1ccc(C2N3CC4(C)CN2CC(C)(C3)C4O)cc1OC (stereo unspecified)	5	0	0	-6	5%	-6	1	.	1.1
CCC1(C)Cc2c(sc3c2c(=O)n(C)c2nnc(SCC(=O)c4ccccc4)n32)CO1 (stereo unspecified)	-12	8	4	8	7%	3	1	11	1.1
COCCNC(=O)C1c2ccccc2C(=O)N(CCOC)C1c1ccc(F)cc1 (stereo unspecified)	-14	.	5	6	4%	.	1	10	1.1
Cn1c(C(=O)NCc2cccnc2)cc2sc(Cl)cc21	6	-8	4	5	1%	-3	1	17	1.2
O=c1[nH]c2cc3c(cc2cc1CN(Cc1ccccc1)Cc1nnnn1Cc1ccco1)OCCO3	23	10	-31	5	10%	3	1	3	2.5*
Cn1c(Cc2ccccc2)nnc1SCC(=O)N1CCOCC1	.	5	4	0	2%	10	1	19	1
COc1ccc(OC)c(NC(=O)CCCN2C(=O)C3C4C=CC(C4)C3C2=O)c1 (stereo unspecified)	2	1	-3	4	5%	5	1	4	1.1
CCCn1c(=O)c2ccccc2n2c(SCc3c(C(=O)OCC)oc4ccccc34)nnc12	18	7	0	3	4%	-3	1	15	1.1
O=C(c1ccco1)N1CCN(C(c2ccccc2Cl)c2nnnn2Cc2ccco2)CC1 (stereo unspecified)	4	2	-4	5	7%	2	0.98	11	1.1
COC(=O)c1c(-c2ccccc2)csc1NC(=O)c1ccco1	6	-2	-6	9	5%[fluoresces]	8	1	-27	4.9*
N#Cc1nc(COc2ccc(F)cc2)oc1N1CCN(Cc2ccccc2)CC1	65*	3	5	8	3%	3	1	22	1.1
Nc1c(NCc2ccccc2)c2ccccc2oc1=O	30	5	1	6	0%	-8	1.1	21	1.2
CC1(C)CC2CC(C)(CN2C(=O)c2cccs2)C1 (stereo unspecified)	10	6	0	7	12%	-2	1.1	6	1.2
COc1ccc(C2=CC(c3ccc(C)cc3)n3nnnc3N2)cc1 (stereo unspecified)	1	6	-10	0	3%	0	1.1	.	1.3
CCOc1ccccc1N(CC(=O)Nc1ccccc1C(=O)NCc1ccco1)S(C)(=O)=O	5	-5	2	4	9%	-12	1	10	1.1
O=C(NCCCN1CCCC1=O)c1ccccc1NS(=O)(=O)c1ccc(F)cc1	15	.	-4	1	8%	.	1.1	15	1.3
Cc1ccc(-n2cc3c(=O)n(C)c(=O)n(C)c3c2)cc1C	-24	10	0	11	9%	13	1	3	1.2
COc1ccc(C2CC(=O)C3=C(C2)Nc2ncnn2C3c2ccccc2)cc1 (stereo unspecified)	16	-1	2	5	4%	-5	1.1	18	1.4
O=C(CSc1nnc(-c2ccc(S(=O)(=O)N3CCCC3)cc2)o1)NCc1ccco1	-3	2	6	1	8%	9	1	14	1.1
O=C(N1CCOCC1)n1nnc2ccccc21	-2	-1	-3	-3	7%	-4	1	33	1.1
COc1ccc(CCNC(=O)CSc2ncnc3c2oc2ccccc23)cc1OC	10	4	1	14	5%	-7	1	18	1.1
CCOC(=O)CNc1nc(C(C)(C)C)nc2c1nnn2Cc1ccccc1Cl	12	.	-1	-4	3%	.	1	18	1.1
c1ccc(-c2nc(-c3ccncc3)no2)cc1	16	-2	6	2	3%	7	1	-23	1.1
CCN(CC)C(=O)C1CCCN(C/C(C)=C/c2ccccc2)C1 (stereo unspecified)	-6	6	4	3	21%	3	1.1	12	1.1
O=C(OCc1nc2ccccc2s1)c1cccc(S(=O)(=O)N2CCOCC2)c1	10	5	0	7	6%	1	0.97	0	1.1
COc1ccc2[nH]cc(C(O)CN3CCN(c4ccccc4)CC3)c2c1 (stereo unspecified)	8	4	-1	7	1%	2	1	-3	1.1
O=C(CCN1CCN(Cc2ccccc2)CC1)Nc1cccc(Cl)c1	10	8	1	8	9%	7	1	2	1.1
COc1ccccc1N1CCN(C(=O)CN(c2ccccc2OC)S(=O)(=O)c2ccccc2)CC1	27	4	1	5	13%	-3	1	-1	1

High-throughput results from PubChem.

These rows are one share of the data. The share of hits here may be higher or lower than overall.
